# From PubChem BioAssay
# rCAG binder: molecules binding r(CAG) RNA repeats | inhibition, % at 3 µM | r(CAG) RNA repeat, TO-PRO-1 dye displacement fluorescence | AID 651821 | 370,000 tested, 1.3% active;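 active means inhibition above the plate cutoff, the mean of all test compounds on that plate plus 3 SD, cut at about 35% in these data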;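 further: 0% = DMSO alone and 100% = 100 µM mitoxantrone as full dye displacement; higher means more dye released from RNA so lower well fluorescence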
# SIAE primary: human SIAE inhibition, primary screen | Q9HAT2 | SIAE FP-Rh probe binding, fluorescence polarization | inhibition, % at 9.66 µM | 370,000 tested, 0.69% active;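 active means inhibition above a cutoff: mean of compounds within the control limits plus 3 SD of those, cut at about 17% in these data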;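 further: 0% = plate median of compound wells and 100% = probe without SIAE protein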
# Target sequence (Q9HAT2 whole entry, looked up): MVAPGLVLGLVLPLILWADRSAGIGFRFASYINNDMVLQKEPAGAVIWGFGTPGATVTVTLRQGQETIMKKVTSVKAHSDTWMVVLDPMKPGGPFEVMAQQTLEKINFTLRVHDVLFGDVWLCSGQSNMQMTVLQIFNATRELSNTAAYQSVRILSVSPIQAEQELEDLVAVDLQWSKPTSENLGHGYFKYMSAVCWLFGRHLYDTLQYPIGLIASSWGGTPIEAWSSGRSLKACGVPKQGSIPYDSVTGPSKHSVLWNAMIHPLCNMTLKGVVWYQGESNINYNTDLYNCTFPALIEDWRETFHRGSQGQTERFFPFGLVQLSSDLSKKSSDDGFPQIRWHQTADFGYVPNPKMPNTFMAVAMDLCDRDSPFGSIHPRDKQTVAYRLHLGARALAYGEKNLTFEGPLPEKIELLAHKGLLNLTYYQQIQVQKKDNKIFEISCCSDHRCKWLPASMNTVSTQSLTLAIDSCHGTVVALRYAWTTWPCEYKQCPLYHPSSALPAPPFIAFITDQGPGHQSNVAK
# PRMT1 FP inh: inhibitors of human PRMT1. recombinant PRMT1, activity-based probe fluorescence polarization. 370,000 tested, 1.3% active. inhibition, % at 2.79 µM. Q99873;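 active means inhibition above about 21% made by adding two undisclosed values, limit read from the data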
# Target sequence (Q99873 whole entry, looked up): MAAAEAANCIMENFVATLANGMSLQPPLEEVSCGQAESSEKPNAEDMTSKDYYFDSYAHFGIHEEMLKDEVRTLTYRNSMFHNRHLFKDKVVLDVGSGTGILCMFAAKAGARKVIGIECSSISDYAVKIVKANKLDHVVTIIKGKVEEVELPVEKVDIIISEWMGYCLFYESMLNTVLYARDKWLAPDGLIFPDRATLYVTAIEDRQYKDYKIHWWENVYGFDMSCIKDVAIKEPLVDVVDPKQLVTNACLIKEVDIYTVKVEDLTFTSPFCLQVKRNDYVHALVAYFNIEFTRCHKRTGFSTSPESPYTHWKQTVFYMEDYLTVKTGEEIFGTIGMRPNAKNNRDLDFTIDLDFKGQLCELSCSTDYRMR
# LEDGF integ inh: blocks HIV-1 LEDGF/p75-dependent DNA integration | TR-FRET IN-LEDGF/p75 DNA integration, Eu/Cy5 | inhibition, % at 3.7 µM | 370,000 tested, 0.64% active;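 active means inhibition above the screen-wide mean plus 3 SD, cut at about 13% in these data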;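 further: signal is the Cy5 over europium emission ratio at 671 and 618 nm; 0% = plate median of compound wells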
# PG9 Ab binder: small molecules binding HIV-1 gp120 antibody PG9; inhibition, % at 6.7 µM; 360,000 tested, 0.43% active; AID 624416; TR-FRET gp120-PG9 antibody binding; in the data active means inhibition above about 8.5%
# NR1D1 modulator: modulates human Rev-erb alpha binding to DNA. AID 1259318. P20393. activity, % at 10 µM. Rev-erbα–FITC-DNA binding, fluorescence polarization, 90 min. 370,000 tested, 0.79% active;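 active means activity above about 14%, limit read from the data; passing the limit was not always enough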;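 further: 0% = DMSO wells with 35 nM protein and 100% = DMSO wells with 750 nM protein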
# TCR CD3 inh: blocks the human TCR-CD3 interaction | 360,000 tested, 0.37% active | inhibition, % at 9.4 µM | TAMRA-labeled TCR probe fluorescence, biochemical; in the data active means inhibition above about 19%;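 further: recombinant mutant TCR 2C K166C tagged with TAMRA read by polarization; 0% = receptor in buffer alone and 100% = receptor with positive control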
# HTRA1 inh: blocks human HTRA1 serine peptidase. inhibition, % at 5.96 µM. AID 504803. 340,000 tested, 0.5% active. recombinant HTRA1, FP-rhodamine activity-based probe, fluorescence polarization; in the data active means inhibition above about 36%;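 further: 0% = enzyme with DMSO and 100% = wells lacking enzyme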
# TDP2 absorb: TDP2 (human) inhibition, absorbance primary screen. 370,000 tested, 0.34% active. inhibition, % at 12.8 µM. recombinant TDP2, T5PNP hydrolysis, p-nitrophenol absorbance 415 nm. O95551;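 active means inhibition above the mean of all tested compounds plus 3 SD, set per campaign, cut at about 25% in these data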;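 further: 0% = DMSO with enzyme and 100% = buffer with substrate but no TDP2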
#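 Test system: human TDP2 enzyme; Input: 120 nM TDP2 per well; Buffer or medium: Mg2+-containing Tris-HCl buffer, pH 7.5; Reagent: 5 mM T5PNP; Dosing: 12.8 µM single point, 1% DMSO; Incubation: reaction 2 h, 37 °C; Detection: p-Nitrophenol epi absorbance; Read-out: % inhibition relative to enzyme-containing and enzyme-free wells; Replicates: single well per compound.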
# ABHD4 inh: inhibitors of mouse ABHD4 | purified mABHD4, FP-Rh probe fluorescence polarization | inhibition, % at 8.92 µM | Q8VD66 | AID 720543 | 370,000 tested, 0.54% active;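 active means inhibition exceeding the mean over every tested compound plus 3 SD, cut at about 30% in these data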;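 further: 0% = plate median of compound wells and 100% = S159A mutant with DMSO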
#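 assay system = mABHD4 protein | compound dosing = single nominal dose of 8.92 µM, 0.89% DMSO final | read-out basis = percent inhibition of probe binding, normalized to plate controls | schedule = Enzyme–compound pre-incubation 45 min, then probe 60 min, both 25 °C | detection = fluorescence polarization, excitation 525 nm, emission 598 nm, BODIPY TMR filters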
# An asterisk follows results filed as active; x = no result given. A portion of the library; rates above refer to the full screens.
SMILES,rCAG binder,SIAE primary,PRMT1 FP inh,LEDGF integ inh,PG9 Ab binder,NR1D1 modulator,TCR CD3 inh,HTRA1 inh,TDP2 absorb,ABHD4 inh
CS(=O)(=O)NCCNc1ncc(C(F)(F)F)cc1Cl,-2,1,-3,2,0.4,-4,-3,4,1,-1
CCOCCCNC(=O)c1ccccc1SCC,-1,4,3,-3,-2.7,0,1,-3,-4,0
CN(Cc1ccccc1)C(=O)COC(=O)C1CCN(S(=O)(=O)c2ccc(Cl)c(C(F)(F)F)c2)CC1,-5,-5,3,-9,1.8,0,-6,-14,-1,-1
O=C(NCC1CCN(c2ccc(S(=O)(=O)N3CCOCC3)cc2)CC1)Nc1ccccc1,4,9,-1,1,0.1,6,-8,0,4,6
COc1ccccc1C1NC(=O)NC(C)=C1C(=O)OCC1CCCCC1 (stereo not given),2,5,3,-3,-0.3,3,-6,-12,-4,0
COCCN(CCOC)S(=O)(=O)c1ccc(C(=O)Nc2nc(-c3ccccc3)c(C(=O)c3ccccc3)s2)cc1,7,-32,-2,1,-1.9,2,-6,-15,1,-1
COc1ccccc1NC(=O)c1cccs1,1,2,0,5,-1.1,3,2,3,9,0
Cc1cccc(NS(=O)(=O)c2ccc3[nH]c(=O)cc(C(=O)OC(C)C(=O)Nc4ccc([N+](=O)[O-])cc4)c3c2)c1 (stereo not given),46*,-186,1,6,-1.2,1,16,-113,-19,-81
COC(=O)C1C(=O)C=C(Nc2ccc(F)cc2F)CC1c1ccccc1 (stereo not given),4,1,-3,1,-2.5,12,-7,-2,-25,1
Cn1c(=O)cc(OCCCC(=O)NCc2ccc(F)cc2Cl)c2ccccc21,0,-6,1,0,-2.4,3,0,-5,5,0
COCCCn1nnnc1SCC(=O)Nc1ccc2c(c1)OCCO2,-1,-1,-1,-1,1.8,4,8,9,-1,3
Cc1cc(=O)n(-c2ccc(Cl)cc2)c(=O)[nH]1,-2,0,4,0,0.6,-2,2,1,1,-5
COc1ccc(CNC(=O)COC(=O)c2ccc(C)c(S(=O)(=O)N3CCOCC3)c2)cc1OC,2,-12,1,0,-0.2,-1,-1,14,-11,-2
O=C(Nc1ncc2c(n1)CC(c1ccco1)CC2=O)c1ccccc1 (stereo not given),-1,1,0,0,1.3,-1,0,4,-9,3
Cc1ccc(CCNC(=O)CCS(=O)(=O)c2cc3c(cc2C)NC(=O)CO3)cc1,3,-3,-2,-1,-0.7,-3,4,-1,-1,-6
COc1ccc(Cl)cc1Nc1nc(-c2sc(NC(=O)c3ccco3)nc2C)cs1,35*,-22,-1,0,-2.7,-3,4,0,0,16
CCN(CC)S(=O)(=O)c1ccc(C(=O)N(c2ccc(C)cc2)C2C=CS(=O)(=O)C2)cc1 (stereo not given),-3,-2,-1,4,1.2,8,-7,15,-4,5
Cc1cc(=O)oc2cc(OCC(=O)Nc3ccc(S(=O)(=O)N(C)C)cc3)ccc12,5,-1,2,-2,-1.0,23*,2,-1,5,0
O=C(NCc1ccccn1)c1ccccc1OCc1ccccc1Cl,0,-1,2,2,1.4,4,0,-4,6,4
O=C(O)c1cc(NC(=O)c2ccc(Cl)c([N+](=O)[O-])c2)cc(C(=O)O)c1,11,0,1,-3,-1.2,-8,0,-3,-10,1
O=C(Nc1ccccc1C(=O)N1CCCCCC1)c1cccc(S(=O)(=O)N2CCOCC2)c1,1,-1,-2,-2,-0.6,-3,4,-1,-4,-6
O=S(=O)(NCCSCc1c(Cl)cccc1Cl)c1ccc2c(c1)OCCO2,5,-6,0,1,-0.1,0,8,-34,0,-27
CC1CN(S(=O)(=O)c2ccc(C(=O)N3CCc4ccccc43)cc2)CC(C)O1 (stereo not given),0,0,-2,6,-1.1,17,3,0,-4,-4
O=C(NCc1cccs1)C1CC(c2ccc(Cl)c(Cl)c2)=NO1 (stereo not given),-4,2,-2,-2,-1.4,0,-2,-6,-3,5
O=C(NCc1cccs1)C1CCN(S(=O)(=O)c2ccccc2F)CC1,-3,-4,-1,4,0.4,-3,0,5,1,-1

# (listing goes on)
SMILES,rCAG binder,SIAE primary,PRMT1 FP inh,LEDGF integ inh,PG9 Ab binder,NR1D1 modulator,TCR CD3 inh,HTRA1 inh,TDP2 absorb,ABHD4 inh
O=c1[nH]c(SCc2cccc([N+](=O)[O-])c2)nc2[nH]ncc12,-1,2,1,-2,0.2,1,-5,-2,4,5
CCc1nnc(NC(=O)CSc2nnc(C)n2Cc2ccccc2)s1,-4,-4,1,-4,-0.7,9,1,4,1,5
O=C(COC(=O)CCC1CCCCC1)Nc1ccc(OC(F)F)cc1,0,-8,-2,-1,-0.4,-5,-1,-15,-7,-3
O=C(CN1CCCCCCC1)Nc1cc(Cl)cc(Cl)c1,-3,-6,-11,4,0.2,-1,2,-29,-14,-9
COc1ccc(C)cc1NC(=O)CCS(=O)(=O)c1ccc2c(c1)CCN2C(C)=O,-1,5,1,-3,-2.4,2,0,-9,4,-3
Cn1cnc2ncnc(Oc3ccc(Br)cc3)c21,1,-3,-4,1,0.3,1,-4,9,-7,7
COc1ccc(/C=C2\C(=O)NC(=O)c3ccccc32)cc1OC,2,1,8,30*,-2.6,-2,-6,5,63*,5
Cc1cc2nc(C)c(=O)n(C)c2cc1C,-3,-8,4,1,-0.3,-3,1,1,-20,1
C[C@H]1CN([C@@H](C)CO)C(=O)CCCn2cc(nn2)CO[C@@H]1CN(C)C(=O)c1ccc(N2CCN(C)CC2)cc1,0,0,-8,0,-0.5,1,-2,x,-7,2
CCN1CCc2c(OCC(=O)N3CCc4ccccc43)cccc2C1=O,-5,-7,-2,-4,-1.0,-4,5,x,9,-7
CCOC(=O)CSCC(NC(=O)OC(C)(C)C)C(=O)OCC (stereo not given),-4,-2,1,-1,-0.1,-5,3,3,-6,0
Cc1ccc(C2(c3ccccc3)NC(=O)N(CC(=O)NC3CCCCC3)C2=O)cc1C (stereo not given),-8,-3,2,-6,1.0,-1,-5,-20,1,0
Cc1ccc(-c2csc(Nc3ccc(S(N)(=O)=O)cc3)n2)o1,20,7,72*,3,-2.7,-2,-1,-2,-14,-5
FC(F)(F)c1cccc(Cn2nnnc2-c2cccc(C(F)(F)F)c2)c1,-6,2,1,-8,-1.0,-3,8,-18,-18,-8
CCCCCCCCS(=O)CCC(=O)O (stereo not given),3,1,-1,0,0.1,6,1,-3,-6,0
Cc1cccc(N2CCN(c3ccc(N4C(=O)CCCC4=O)cc3[N+](=O)[O-])CC2C)c1 (stereo not given),-2,10,3,-2,-1.0,2,-3,1,0,-7
O=C(CCNS(=O)(=O)c1cccs1)N1CCN(c2ccc(F)cc2)CC1,4,1,-5,3,-0.1,7,8,10,-8,-1
CC1(C)CC(=O)C2=C(C1)NC(Nc1nc3ccccc3o1)=NC21CCCCC1,-1,0,2,-2,-0.3,-1,-2,4,-3,6
O=C(CCN1CCCCC1)c1cccc(Cl)c1,3,-3,-2,2,1.0,1,3,0,-1,-5
COc1cccc2sc(Nc3nc(C)c(C(C)=O)s3)nc12,9,-2,-4,4,-1.9,2,5,-5,-9,7
NC(=O)Cc1nc(-c2ccc(F)cc2)cs1,-2,1,2,0,-0.4,-3,1,-3,2,-15
COc1ccc(NC(=O)CSc2nc3c(c(=O)n(C)c(=O)n3C)n2C)c(OC)c1,-3,-3,-3,0,-1.6,2,3,-1,-3,-2
CCc1ccc([C@@H]2CC=C(C(=O)O)[C@H](c3ccc(Br)cc3)N2S(=O)(=O)c2ccc(C)cc2)cc1,6,-5,-4,5,0.4,-14,8,-4,5,5
CCOc1ccc(C2C(C#N)=C(N)Oc3cc(C)[nH]c(=O)c32)cc1OC (stereo not given),0,3,-1,-3,-0.1,-3,-4,-5,8,1
COC(=O)c1ccc(C2C(Oc3ccccc3)C(=O)N2CCc2ccc(F)cc2)cc1 (stereo not given),-5,-8,3,0,-4.0,-7,6,-2,-2,-3
Cc1ccnc(NC(=O)Nc2ccc3c(c2)N(C)C(=O)CS3)c1,-1,1,0,1,0.4,2,2,-9,2,1
O=C(COC(=O)Cc1ccsc1)Nc1ccc(F)cc1Cl,-1,-4,-2,6,-1.3,-1,-6,3,2,-6
O=C(CCc1c[nH]c2ccccc12)N1CCN(c2ccc(F)cc2)CC1,-2,3,1,-1,0.4,1,1,5,-3,5
COc1ccccc1CNC(=O)COC(=O)Cc1cccc(F)c1,-5,-5,-1,-2,-2.5,-5,-8,3,2,3
CCOC(=O)C1CSCCS(=O)(=O)N1Cc1ccc(F)cc1F (stereo not given),1,-3,6,-3,-1.6,0,-1,x,-1,4

# Entries from the list above that contain an aryl methoxy group (ten):
SMILES,rCAG binder,SIAE primary,PRMT1 FP inh,LEDGF integ inh,PG9 Ab binder,NR1D1 modulator,TCR CD3 inh,HTRA1 inh,TDP2 absorb,ABHD4 inh
COc1ccccc1C1NC(=O)NC(C)=C1C(=O)OCC1CCCCC1 (stereo not given),2,5,3,-3,-0.3,3,-6,-12,-4,0
COc1ccccc1NC(=O)c1cccs1,1,2,0,5,-1.1,3,2,3,9,0
COc1ccc(CNC(=O)COC(=O)c2ccc(C)c(S(=O)(=O)N3CCOCC3)c2)cc1OC,2,-12,1,0,-0.2,-1,-1,14,-11,-2
COc1ccc(Cl)cc1Nc1nc(-c2sc(NC(=O)c3ccco3)nc2C)cs1,35*,-22,-1,0,-2.7,-3,4,0,0,16
COc1ccc(C)cc1NC(=O)CCS(=O)(=O)c1ccc2c(c1)CCN2C(C)=O,-1,5,1,-3,-2.4,2,0,-9,4,-3
COc1ccc(/C=C2\C(=O)NC(=O)c3ccccc32)cc1OC,2,1,8,30*,-2.6,-2,-6,5,63*,5
COc1cccc2sc(Nc3nc(C)c(C(C)=O)s3)nc12,9,-2,-4,4,-1.9,2,5,-5,-9,7
COc1ccc(NC(=O)CSc2nc3c(c(=O)n(C)c(=O)n3C)n2C)c(OC)c1,-3,-3,-3,0,-1.6,2,3,-1,-3,-2
CCOc1ccc(C2C(C#N)=C(N)Oc3cc(C)[nH]c(=O)c32)cc1OC (stereo not given),0,3,-1,-3,-0.1,-3,-4,-5,8,1
COc1ccccc1CNC(=O)COC(=O)Cc1cccc(F)c1,-5,-5,-1,-2,-2.5,-5,-8,3,2,3

# Complete entries from above:
# O=C(CCNS(=O)(=O)c1cccs1)N1CCN(c2ccc(F)cc2)CC1 is listed with rCAG binder = 4; SIAE primary = 1; PRMT1 FP inh = -5; LEDGF integ inh = 3; PG9 Ab binder = -0.1; NR1D1 modulator = 7; TCR CD3 inh = 8; HTRA1 inh = 10; TDP2 absorb = -8; ABHD4 inh = -1
# COc1ccc(Cl)cc1Nc1nc(-c2sc(NC(=O)c3ccco3)nc2C)cs1 is listed with rCAG binder = 35*; SIAE primary = -22; PRMT1 FP inh = -1; LEDGF integ inh = 0; PG9 Ab binder = -2.7; NR1D1 modulator = -3; TCR CD3 inh = 4; HTRA1 inh = 0; TDP2 absorb = 0; ABHD4 inh = 16
